# RAD54 branch = inhibitors of human RAD54 branch migration; Q92698; inhibition, % at 10.4 µM; hit rate 0.14% among 360,000; AID 602329; RAD54 Holliday junction branch migration, FAM/BHQ fluorescence;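 active = mean normalized replicate activity at least 40 and at least half of replicates scoring 40 or more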;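 note: 0% = median of neutral control wells and 100% = median of positive control wells; inhibitors cause a drop in the FAM fluorescence signal; in these data hits start at about 50%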
# esBAF inh = blocks esBAF chromatin remodeling in mouse ES cells. reporter increase, % at 12.5 µM. hit rate 2% among 350,000. Bmi1-luciferase knock-in reporter, 24 h; 100% = twice the neutral-well signal. AID 602393; in the data active = activation above about 40%;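 note: 0% = median of the plate's neutral control wells and 100% = double that signal; a rise in the Bmi1 reporter signal indicates esBAF inhibition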
# E-selectin induc = E-selectin induction on HUVECs | P16581 | HUVEC E-selectin immunofluorescence imaging; normalized: neutral wells 0, TNF-alpha wells 100 | activation, % at 7.58 µM | hit rate 0.37% among 260,000;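 active = mean E-selectin-positive cell signal at least 10% of the positive control, reached in at least 60% of replicates, without over 20% cell loss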;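 note: in these data hits start at about 27%; measured in HUVEC primary endothelial cells; signal is the percent of cells scored E-selectin positive by PE staining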
# Target sequence (P16581 whole entry, looked up): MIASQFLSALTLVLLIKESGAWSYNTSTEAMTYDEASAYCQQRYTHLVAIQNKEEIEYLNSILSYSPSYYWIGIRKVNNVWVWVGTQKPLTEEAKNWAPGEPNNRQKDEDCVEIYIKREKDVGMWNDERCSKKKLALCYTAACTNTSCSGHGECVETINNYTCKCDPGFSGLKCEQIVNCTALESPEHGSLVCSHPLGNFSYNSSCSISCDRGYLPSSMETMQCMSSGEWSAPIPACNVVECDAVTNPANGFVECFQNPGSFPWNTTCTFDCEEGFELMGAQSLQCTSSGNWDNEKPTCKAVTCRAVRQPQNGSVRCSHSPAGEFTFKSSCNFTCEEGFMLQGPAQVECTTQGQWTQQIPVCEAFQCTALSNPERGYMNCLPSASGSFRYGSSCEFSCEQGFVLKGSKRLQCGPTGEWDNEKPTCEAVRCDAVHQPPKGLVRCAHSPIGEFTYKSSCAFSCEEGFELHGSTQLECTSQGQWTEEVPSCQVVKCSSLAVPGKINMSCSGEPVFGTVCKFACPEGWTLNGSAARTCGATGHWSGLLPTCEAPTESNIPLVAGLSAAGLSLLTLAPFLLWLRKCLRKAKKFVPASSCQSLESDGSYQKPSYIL
#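 Assay system: HUVEC primary endothelial cells. Input: 3,000 HUVEC seeded per well. Doses: one compound dose added by pin transfer. Read-out basis: % PE-positive cells. Benchmarks: TNF-alpha high, DMSO low. Detection: immunofluorescence imaging. Buffer or medium: EGM-2, gelatin.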
# CASP6 VEID inh = inhibitors of human caspase-6 | P55212 | purified caspase-6, Z-VEID-R110 cleavage fluorescence | inhibition, % at 12.5 µM | hit rate 0.53% among 350,000 | AID 686996;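 active = mean inhibition across replicates at least about 35%, with every replicate also reaching that limit, limit read from the data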;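 note: 0% = median of neutral control wells and 100% = no fluorescence left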
# ERp5 block = ERp5 (human) disulfide isomerase inhibition. Q15084. ERp5 insulin aggregation, absorbance 650 nm, 90 min. inhibition, % at 9.99 µM. hit rate 0.05% among 350,000. AID 651711;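 active = mean replicate inhibition above about 25%, with every replicate also reaching it, limit read from the data, passing the limit was not always enough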
# ARNT TACC3 PPI = disrupts binding between human ARNT and TACC3 | Q9Y6A5 | AlphaScreen His-ARNT PAS-B/GST-TACC3 binding, luminescence; TACC3 fragment carries E629A point mutation | inhibition, % at 9.99 µM | hit rate 0.66% among 390,000;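 active = mean inhibition of replicates at least 50% and at least half of replicates each reaching 50%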;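 note: 0% = complete ARNT plus TACC3 wells and 100% = ARNT alone without TACC3; many hits fall short of the cut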
# RAD52 inh = blocks human RAD52 DNA annealing; P43351; recombinant RAD52 DNA annealing, FRET fluorescence; inhibition, % at 18.7 µM; hit rate 0.46% among 360,000; AID 651710;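 active = every replicate showing at least 50% inhibition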
# Target sequence (P43351 whole entry, looked up): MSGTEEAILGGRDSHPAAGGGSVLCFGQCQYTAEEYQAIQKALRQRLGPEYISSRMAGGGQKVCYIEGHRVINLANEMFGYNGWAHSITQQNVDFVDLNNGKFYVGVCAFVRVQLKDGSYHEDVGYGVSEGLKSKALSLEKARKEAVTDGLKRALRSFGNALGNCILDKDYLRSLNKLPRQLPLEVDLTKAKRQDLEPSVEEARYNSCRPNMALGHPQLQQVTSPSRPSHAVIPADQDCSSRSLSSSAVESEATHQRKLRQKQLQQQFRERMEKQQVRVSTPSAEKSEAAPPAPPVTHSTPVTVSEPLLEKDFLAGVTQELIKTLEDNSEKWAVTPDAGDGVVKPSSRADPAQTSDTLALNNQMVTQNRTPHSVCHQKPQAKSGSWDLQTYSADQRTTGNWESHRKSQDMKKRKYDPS
# PglD inh = blocks C. jejuni PglD acetyltransferase activity. hit rate 0.098% among 360,000. purified PglD enzyme, DTNB colorimetric CoA detection. inhibition, % at 12.5 µM. AID 602405; in the data active = inhibition above about 16%, passing the limit was not always enough; note: strong numbers were not always called active
# An asterisk follows results filed as active; i = inactive; . = not tested or not shown; & = joins results of further samples. Rows were taken by chance; 3.2% or so of the library scored in one or more.
# The line under a structure holds: RAD54 branch, esBAF inh, E-selectin induc, CASP6 VEID inh, ERp5 block, ARNT TACC3 PPI, RAD52 inh, PglD inh
OCc1cccc[n+]1CCc1ccccc1
→ -21.2, ., -0.2, -2.8, 0.0, ., -1.1, -4.1
CCCc1cc(=O)oc2c(C)c(OCC(=O)N3CCC(C(=O)O)(c4ccccc4)CC3)ccc12
→ -3.8, -12.2, ., -0.9, 0.6, 34.4, -10.0, -0.2
CNC[C@H]1Oc2ccc(NC(=O)Nc3ccc(OC)cc3)cc2C(=O)N([C@H](C)CO)C[C@@H]1C
→ 11.6, -2.9, ., -1.4, -4.0, -1.0, -5.1, 1.5
Cc1nc2ncnn2c(N2CCN(C(=O)Cc3cccs3)CC2)c1C
→ -7.7, 4.0, ., ., ., 2.8, ., -5.3
CCOc1cc(/C=N/O)cc(Br)c1OCC(=O)NCc1ccccc1
→ -1.3, -7.6, 0.4, -0.2, 1.4, -7.1, -30.9, -1.0
CSC(=Nc1ccccc1)N=C(SCc1ccccc1)N(C)C
→ ., ., -0.2, -0.8, 1.4, -2.2, -3.1, .
N#C[C@H]1[C@H](c2ccccc2)[C@@H](CO)N1C(=O)Cc1ccccc1
→ -14.2, 4.1, -0.1, -4.2, 0.0, -8.3, -13.0, -1.4
CCCCn1c(=O)nc2n(-c3ccc(Cl)cc3)c3ccccc3cc-2c1=O
→ ., ., ., 1.6, 1.2, -20.1, -17.9, .
CC1CCCC(C)N1c1nnc(NC(=O)c2cc(-c3ccc(Br)cc3)on2)s1 (centres undefined)
→ 8.4, 8.7, 0.4, -0.9, 6.2, 1.2, -14.3, -2.0
CCOC(Cn1c(-c2ccc(OC)cc2)nc2ccccc21)OCC
→ -4.4, 19.3, ., ., ., -7.4, ., -1.8
Cc1cc(C)n(CC2CC(=O)N(c3ccc(Cl)cc3)C2=O)n1 (centres undefined)
→ ., -2.1, 1.9, 0.8, 1.2, -9.3, -3.1, .
CC(O)(c1cccnc1)c1nc(-c2ccc(S(C)(=O)=O)cc2)cs1 (centres undefined)
→ 7.1, -3.7, -0.3, -0.3, -3.2, ., -7.2, 6.0
COc1ccccc1N1CCN(C(=O)c2ccc(Cl)c(S(=O)(=O)N3CCCC3)c2)CC1
→ -5.8, 3.6, ., -1.4, -4.5, 5.1, -1.1, 1.8
O=C(CN(Cc1ccc(Cl)cc1)C(=O)c1csnn1)NCc1ccccc1
→ -4.6, -2.2, ., -0.1, 0.4, -2.7, -13.0, -1.8
O=C(O)c1ccc(N/N=C2/CCCc3ccccc32)cc1
→ ., 59.2*, 0.8, 4.0, -4.6, 1.0, -6.2, .

# Remaining list, next part:
# The line under a structure holds: RAD54 branch, esBAF inh, E-selectin induc, CASP6 VEID inh, ERp5 block, ARNT TACC3 PPI, RAD52 inh, PglD inh
Nc1cc(C(=O)OCC(=O)N2CCCC2=O)ccc1Cl
→ 4.9, 6.5, -0.2, 0.5, 3.0, -22.4, -7.1, -5.7
N#C[C@@H]1[C@@H](c2ccc(C#Cc3cccc(F)c3)cc2)[C@H](CO)N1C(=O)C1CCOCC1
→ 2.2, 16.4, 0.1, -1.0, 0.8, 7.0, -24.1, -5.4
C[C@@H]1CN([C@@H](C)CO)C(=O)CCCn2nncc2CO[C@H]1CN(C)Cc1ccc2cccnc2c1
→ 4.7&10.3&-1.4, -3.9&-2.1&2.1, 10.3&-0.4, -4.6&-1.3&0.6, 4.6&4.5&6.3, 4.8&-4.0, -9.4&-13.1&-2.7, 6.4&3.8&1.4
Cc1cc(C)c(C#N)c(SCc2ccc(F)cc2)n1
→ ., ., ., -1.3, 5.9, -0.7, -16.3, .
Cc1ccc(S(=O)(=O)N(C)C[C@H]2Oc3c(NC(=O)Nc4ccccc4)cccc3C(=O)N([C@H](C)CO)C[C@H]2C)cc1
→ 8.7, 5.1, 1.3, -3.4, 4.6, 1.2, -14.4, 10.7
COC(=O)c1ccccc1-c1c2ccc(=N)cc-2oc2cc(N)ccc12
→ i, -48.3, ., i, -17.3, 10.3, i, -3.9
C[C@@H]1CN([C@@H](C)CO)C(=O)c2cc(NC(=O)NC3CCCCC3)ccc2O[C@@H](C)CCCCO[C@H]1CN(C)C(=O)Nc1ccccc1
→ -5.9, 4.0, ., -5.9, -1.1, -9.9, 14.1, -9.1
CCCCC[n+]1ccn(C2=C([O-])c3ccccc3C(=O)/C2=N\S(=O)(=O)c2ccccc2)c1
→ -1.9, -0.5, ., ., ., 1.6, ., 8.7
O=[N+]([O-])c1ccc(N(c2ccccc2)c2ccccc2)cc1
→ -9.9, -5.8, ., ., ., -24.3, ., -1.3
C[C@H]1CN([C@@H](C)CO)C(=O)c2cc(NC(=O)c3ccncc3)ccc2O[C@H]1CN(C)S(=O)(=O)c1ccc(Cl)cc1
→ -0.5, -2.3, 0.1, -0.5, -1.9, 0.2, -5.6, 3.7
Cc1ccc(-c2nnc(SCc3nc(N)nc(Nc4ccccc4C)n3)n2N)cc1
→ -5.0, 0.2, ., ., ., -6.8, ., 1.0
CCS(=O)(=O)N1CCC2(CC1)CN(C(=O)c1ccc(F)cc1)[C@H](CO)c1c2c2ccc(OC)cc2n1C
→ ., ., 0.0, -2.7, -0.2, ., 2.7, .
NS(=O)(=O)c1ccc(NC(=S)N2CCN(c3ccc(Cl)c(Cl)c3)CC2)cc1
→ -5.7, -16.3, ., ., ., 2.5, ., 0.9
Cc1cc(C)n(CC(=O)NNC(=O)c2ccc(OC(F)(F)F)cc2)n1
→ 0.6, ., 4.2, -2.0, -1.8, 1.9, -9.1, -1.0
Cc1cc(C)cc(OCC(=O)Nc2ccc(N3CCN(C(=O)c4ccco4)CC3)cc2)c1
→ 3.7, -3.5, ., 1.7, -4.7, -21.2, 9.4, 2.1

# New compounds follow:
# The line under a structure holds: RAD54 branch, esBAF inh, E-selectin induc, CASP6 VEID inh, ERp5 block, ARNT TACC3 PPI, RAD52 inh, PglD inh
COc1cccc(OCC(=O)O/N=C(\N)c2ccncc2)c1
→ -0.6, 46.9*, -0.1, -0.3, 1.6, -6.6, -2.2, -2.4
COc1ccc([Si](C)(C)[C@H]2[C@H](CCO)O[C@@]3(C(=O)N4c5c(cc(OC)cc53)C(C)=CC4(C)C)[C@@H]2C)cc1
→ -2.8, ., ., -1.9, -1.3, 41.5, 15.1, -2.6
Cc1ccc2c(c1)N(C(=O)CCC(=O)Nc1ccccc1Cl)CC(C)O2 (centres undefined)
→ 9.0, -8.7, 1.8, -1.2, 9.4, -0.8, -9.8, -2.3
CCC(=O)Nc1nc2ccc(NC(C)=O)cc2s1
→ 0.5, 25.4, ., ., ., 3.2, ., 1.2
COc1ccc(S(=O)(=O)N(C)C[C@@H]2Oc3c(NC(=O)CCCCCC(=O)Nc4ccccc4N)cccc3C(=O)N([C@@H](C)CO)C[C@@H]2C)cc1
→ ., ., 2.9, 1.3, 5.4, ., -2.0, .
COC(=O)CCNc1n[nH]c(=O)[nH]c1=O
→ 2.6, -4.3, ., -1.1, 0.3, 1.6, -3.0, -3.2
Cc1ccc2c(c1)N(C(=O)CCC(=O)N1CCOCC1)CC(C)O2 (centres undefined)
→ 0.3, -4.2, 2.4, 2.7, -2.3, 4.5, -18.4, 0.0
Cc1ccc(-c2nnc(SCC(N)=O)nc2-c2ccc(C)cc2)cc1
→ 4.0, 1.6, 1.4, 1.9, 2.2, 6.0, -19.3, 1.1
CCOC(=O)CN(C(=O)COc1nc(C)cc(C)c1C#N)c1cccc(Cl)c1
→ -4.4, -3.5, ., -4.0, 0.9, -1.2, -7.4, -3.2
O=C(O)c1ccc(N=Nc2c(O)ccc3ncccc23)cc1
→ 2.5, -3.7, -0.1, 33.3, -0.6, 61.9*, -13.0, 0.4
O=c1[nH]nc(CNc2cccc(C(F)(F)F)c2)c2ccccc12
→ -2.8, 4.6, ., -0.9, -8.7, 0.8, -14.6, -2.1
CC(C)c1onc(C(=O)Nc2cccc(Cl)c2)c1[N+](=O)[O-]
→ ., ., ., -4.4, -1.0, 4.7, 3.0, .
CC1CN(Cc2nc3c(c(=O)n(C)c(=O)n3C)n2CCCc2ccccc2)CC(C)O1 (centres undefined)
→ 3.8, -4.0, ., ., ., 2.1, ., 5.9
O=C(COc1ccccc1)NCCc1nc2ccccc2[nH]1
→ 2.0, 2.3, ., ., ., -7.2, ., -2.1
COc1ccc(NC(=O)Nc2ccc3c(c2)[C@@H]2C[C@@H](CC(=O)NCC4CC4)O[C@@H](CO)[C@@H]2O3)cc1
→ -22.7, -1.2, 1.4, 1.1, 12.4, -3.8, 7.4, 1.2

# Later entries
# The line under a structure holds: RAD54 branch, esBAF inh, E-selectin induc, CASP6 VEID inh, ERp5 block, ARNT TACC3 PPI, RAD52 inh, PglD inh
CNC[C@@H]1Oc2c(NC(=O)c3cc(C)nn3C)cccc2C(=O)N([C@H](C)CO)C[C@H]1C
→ 3.0, -3.4, ., 1.7, 5.3, -4.5, 5.1, -2.2
CCN(CC(=O)Nc1ccccc1C(F)(F)F)C(=O)c1ccccc1SCC(=O)N1CCCC1
→ 4.3, -0.5, ., -197.0, -0.6, -2.7, -5.9, 0.0
CC(=O)c1cccc(Nc2c([N+](=O)[O-])c(=O)oc3ccccc23)c1
→ -3.4, ., -0.2, -6.2, 0.1, -1.7, -22.5, 3.2
O=C1CSC(=Nc2cccc(C(=O)O)c2)N1
→ 2.4, 0.4, ., 5.3, -0.6, -0.7, -22.2, 0.8
CCN(CC)S(=O)(=O)c1ccc(C(=O)NN(C)C2=NS(=O)(=O)c3ccccc32)cc1
→ -6.0, -7.2, -0.1, 0.2, 1.2, -47.9, -12.9, -4.7
O=C(C[C@@H]1CC[C@H]2[C@@H](COC[C@@H](O)CN2Cc2ccc3c(c2)OCO3)O1)N1CCCCC1
→ -11.0, 5.1, 0.5, 0.5, -0.5, 3.1, -7.4, -3.4
O=C(CCc1ccccc1)N=C1SC2CS(=O)(=O)CC2N1Cc1ccc(F)cc1 (centres undefined)
→ -21.3, -1.8, 1.2, 4.5, -3.2, 0.5, -13.1, 2.2
CNC[C@@H]1Oc2c(NS(=O)(=O)c3ccc(F)cc3)cccc2C(=O)N([C@H](C)CO)C[C@H]1C
→ 6.3, -6.1, ., 2.7, 1.0, 5.2, 4.2, 12.3
O=C(Nc1nnc(-c2cccs2)s1)C1CC1
→ 1.2, 25.1, 5.3, 0.7, -6.9, 0.6, -2.3, 1.0
CN1C[C@@H]2[C@H](c3ccccc31)[C@H](CO)N2Cc1ccccc1
→ 0.0, -4.2, -0.2, ., ., 15.8, ., -1.1
CCCN1[C@H](C(=O)N2CCCCC2)[C@@H](CO)[C@@H]2Cn3c(ccc(-c4ccccc4OC)c3=O)[C@@H]21
→ 13.9, 1.4, -0.4, ., 5.0, ., -11.2, .
Cc1noc(C)c1S(=O)(=O)N(C)C[C@H]1Oc2c(NS(=O)(=O)c3ccccc3)cccc2C(=O)N([C@@H](C)CO)C[C@H]1C
→ -3.1, -0.7, 2.3, 1.2, -7.1, -4.9, 4.1, 0.9
O=C(c1ccccc1)N1CCN=C1c1ccccc1
→ 4.4, -4.1, ., ., ., 0.7, ., -4.3
Cc1cc(Cl)ccc1OCCCC(=O)NN
→ -1.8, 7.5, ., -4.0, -2.1, -2.1, -16.5, -3.6
CCOc1cc(NC(=S)Nc2ccccc2)c(OCC)cc1NC(=O)c1ccc(OC)cc1
→ 1.5, 6.6, ., ., ., -8.2, ., -2.7
Cc1cc(F)ccc1S(=O)(=O)N1CCCOC1CNC(=O)C(=O)NCc1ccccn1 (centres undefined)
→ -3.2, -7.8, ., -1.7, 0.4, 4.3, 1.3, 2.6
O=C(NCC(c1ccco1)N1CCCCC1)c1ccc(COc2ccccc2)cc1 (centres undefined)
→ ., -0.4, 0.1, -10.6, 2.9, 0.9, -13.7, .
